# High-throughput results (PubChem)
# TCR act – activates T cell receptor signaling | Potency, µM (series often up to 9.22 µM), for inactives: at the highest dose activation of IL-2 secretion, most hits filed as activators | 330,000 tested, under 10 active | primary human leukocytes, anti-CD3, IL-2 HTRF, 48 h; further: % of control where 0% means no effect
#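 Primary human leukocytes incubated 48 hr with anti-CD3 beads plus compound, without co-stimulation. Secreted IL-2 measured by HTRF (europium cryptate/d2 anti-IL-2 pair, 320 nm excitation, 665 nm emission).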
# B2AR arrestin – agonists driving beta-arrestin recruitment to human beta2-adrenergic receptor; 330,000 tested, 0.02% active; P07550; AID 492947; beta-arrestin recruitment to beta2AR, cell-based reporter; Potency, µM (top dose mostly 46.1 µM), inactives show at the top dose activation, most hits filed as activators;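 further: potency means the concentration at half of the fitted maximal effect; 0% = DMSO controls and full agonism = EC100 isoproterenol or metaproterenol; nearly all actives have a fitted effect of over 65% in size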
# Target sequence (P07550 whole entry, looked up): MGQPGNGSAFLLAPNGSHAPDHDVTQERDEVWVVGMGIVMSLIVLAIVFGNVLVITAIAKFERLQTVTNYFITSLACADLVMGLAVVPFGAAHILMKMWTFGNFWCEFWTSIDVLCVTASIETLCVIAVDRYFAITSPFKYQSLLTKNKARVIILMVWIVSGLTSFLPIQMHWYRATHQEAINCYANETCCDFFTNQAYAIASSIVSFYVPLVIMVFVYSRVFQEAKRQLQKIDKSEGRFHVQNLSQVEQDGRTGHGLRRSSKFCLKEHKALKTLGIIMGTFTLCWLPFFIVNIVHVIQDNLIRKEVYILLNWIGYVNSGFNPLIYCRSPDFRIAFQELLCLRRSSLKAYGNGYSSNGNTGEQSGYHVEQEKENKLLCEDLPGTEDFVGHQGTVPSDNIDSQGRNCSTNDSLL
# TSG101-PTAP inh – blocks PTAP/TSG101 interaction to inhibit HIV-1 budding; Q99816; Fluorescence polarization, FITC-PTAP peptide / Tsg101 binding; Potency, µM (doses to about 115 µM), inactives show at the highest dose activity change, negative = inhibition, actives largely listed as inhibitors; 340,000 tested, under 10 active; active means well fitted inhibition curve with a large enough effect in the main read-out, with a control signal flat, not every such curve was filed as active; inconclusive means small, poorly fitted or top-dose-only effect, or effect the other way, or a change in a side signal; inactive means no such curve, though single readings can be large or run the other way; further: potency means the concentration at half of the fitted maximal effect; % of control where 0% means no effect
# Target sequence (Q99816 whole entry, looked up): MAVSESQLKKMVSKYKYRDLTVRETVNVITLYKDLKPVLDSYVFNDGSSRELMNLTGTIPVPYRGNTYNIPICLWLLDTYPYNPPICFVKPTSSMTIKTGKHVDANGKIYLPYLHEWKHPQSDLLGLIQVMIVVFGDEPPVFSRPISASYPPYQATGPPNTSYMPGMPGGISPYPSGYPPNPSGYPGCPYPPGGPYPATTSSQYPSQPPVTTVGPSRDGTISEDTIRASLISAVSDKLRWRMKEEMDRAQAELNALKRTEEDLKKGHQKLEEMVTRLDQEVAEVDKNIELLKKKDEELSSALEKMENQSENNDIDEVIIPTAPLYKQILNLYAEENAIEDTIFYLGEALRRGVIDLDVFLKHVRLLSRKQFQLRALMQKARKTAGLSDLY
#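 Compounds were pin-transferred onto Tsg101 binding domain (10 uM final) in HEPES pH 7.5 buffer, then FITC-PTAP peptide was added at 50 nM final. After 20 min at RT, polarization reported peptide displacement across a qHTS concentration series.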
# BRCA1 expr up – BRCA1 expression activation; MCF7-BRCA1-FFLuc reporter, luminescence, 48 h; response scale: scaled: vehicle 0%, 10 µM genistein 100%; Potency, µM (doses to about 46.1 µM), without a hit: at the highest dose activation, hits mostly activators; 380,000 tested, 1.1% active; further: potency means the concentration at half of the fitted maximal effect; nearly all actives have a fitted effect of over 80% in size; some results filed as inactive show a strong effect at the top dose
#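 MCF7-BRCA1-FFLuc, 2000 cells/well; 2 h attach, 37 °C/5% CO2; compound 48 h; luciferase substrate 15 min; luminescence end-point. Norm. to genistein 10 microM max activation and DMSO; concentration-response curves fitted.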
# A-T KAP1 phos – potential ataxia-telangiectasia treatments restoring KAP-1 phosphorylation. Potency, µM (doses to about 57.5 µM), inactives show at the highest dose activation, usual class: activators. AID 485349. […] A-T fibroblasts, KAP-1 phosphorylation AlphaLISA; neocarzinostatin DNA damage 30 min before lysis. 320,000 tested, 0.19% active; further: potency means the concentration at half of the fitted maximal effect; % of control where 0% means no effect; nearly all actives have a fitted effect of over 45% in size
#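 ATM-like activity read as KAP-1 phosphorylation via AlphaLISA donor/acceptor antibody pairs after lysis and 6 hr at 25C. Cells were ATM-null patient fibroblasts ([…], hTERT), dosed 60 min, then exposed to the DSB inducer NCS for 30 min.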
# ELG1 repair inh – inhibitors of ELG1-dependent DNA repair in HEK293T cells. HEK293T ELG1-luciferase reporter, luminescence, 16 h; DNA damage induced by 5-fluorouridine. Potency, µM (doses to about 46.1 µM), for the others: at the top dose activity change, negative = inhibition, hits mostly inhibitors. 330,000 tested, 2.3% active; further: potency means the concentration at half of the fitted maximal effect; on the % scale 0 is the no-effect control and ±100 the full control effect; nearly all actives have a fitted effect of over 55% in size
#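 HEK293T cells expressing luciferase-tagged ELG1 (2,000/well) received 5-Fluorouridine plus compound or DMSO for 16 hr at 37 °C. Luciferase was read by ONE-Glo luminescence after 30 min at room temperature.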
# TRPV1 agonist – activates the human vanilloid receptor TRPV1; TRPV1-expressing cells, Fluo-8 calcium influx, agonist mode; Q8NER1; activation, % at 8.33 µM; AID 540275; 320,000 tested, 0.19% active; in the data active means activation above about 80%; inconclusive means between about 30% and that limit; further: 0% is about no effect
#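 Cells expressing TRPV1 were dye-loaded with Fluo-8 and read kinetically: 10 s baseline, 3 min after compound (agonist portion), then 2 min after EC20 capsaicin (allosteric enhancer portion). Calcium-bound dye fluorescence at 480/520 nm.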
# p53 reactivator – restores transcriptional activity of mutant p53; 320,000 tested, 0.063% active; Potency, µM (doses to about 92.2 µM), without a hit: at the top dose activity change, positive = activation, usual class: activators; H1299 p53-A138V BP100-luciferase reporter, luminescence, 24 h; AID 504706; further: potency means the concentration at half of the fitted maximal effect; % of control where 0% means no effect; nearly all actives have a fitted effect of over 45% in size
#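 H1299 (p53-null), stable ts p53-A138V + BP100-Luc; 1000 cells/well, Opti-MEM/10% FBS; cpd 4 pt, 1:5; 24 h, 37 deg C, 5% CO2; detection reagent 10 min RT; luminescence.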
# a7 integrin act – activators of alpha7 integrin expression for muscular dystrophy | alpha7betagal myoblasts, beta-gal FDG fluorescence, 48 h | 350,000 tested, 0.064% active | Potency, µM (titrated, usually from 38.3 µM), without a hit: top-dose activation, hits mostly activators;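 further: potency means the concentration at half of the fitted maximal effect; 100% = response of the positive control SU9516; nearly all actives have a fitted effect of over 60% in size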
#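 alpha7betagal+/- myoblasts (passage 13, 250/well) treated 48 h at 37C with compounds at 1:260 dilution of DMSO stock. Lysed, then beta-galactosidase activity read as FDG fluorescence (ex 480/em 540) after 30 min, with pre-read for autofluorescence.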
# MLL CXXC-DNA inh – MLL CXXC-DNA interaction inhibition; Potency, µM (series often up to 115 µM), for inactives: at the highest dose activity change, negative = inhibition, usual class: inhibitors; MLL-CXXC / FITC-HOXA9 DNA fluorescence polarization; AID 2662; 290,000 tested, 0.037% active; active means well fitted inhibition curve with a large enough effect in the polarisation, with a control signal flat, not every such curve was filed as active; inconclusive means small, poorly fitted or top-dose-only effect, or effect the other way, or a change in a side signal; inactive means no such curve, though single readings can be large or run the other way; the % refers to the polarisation; further: potency means the concentration at half of the fitted maximal effect
#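 Steps: dispense CXXC domain solution (7 uM) → pin compounds or unlabeled HOX-A9 DNA control → 5 min ambient → add FLSN-HOX-A9 solution (50 nM) → spin → 30 min ambient → fluorescence polarization. Tris pH 7.5/NaCl/DTT/BSA buffer.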
# * = called active by the depositor; ? = inconclusive; nt = not tested or not shown; [ ] = remark or other dose. Unless noted, the call rests on the fitted dose curve; in most records, active means well fitted curve in the direction sought with a large enough effect; inconclusive means small, poorly fitted or top-dose-only effect, or another doubt; inactive means no such curve, though single readings can be large; an effect the other way counts as inactive or inconclusive.
canonical_smiles	TCR act	B2AR arrestin	TSG101-PTAP inh	BRCA1 expr up	A-T KAP1 phos	ELG1 repair inh	TRPV1 agonist	p53 reactivator	a7 integrin act	MLL CXXC-DNA inh
Cc1cc(NC(=O)CSCCc2ccncc2)no1	-7%	-2.3%	-2%	4%	-27%	-2%	-2	3%	1%	-3%
COc1ccc2cc(/C(C)=N/NC(=S)Nc3cc(S(=O)(=O)N4CCOCC4)ccc3N3CCOCC3)ccc2c1	nt	0.0%	nt	nt	-5%	4.6µM*	3	4%	nt	-4%
CC1(C)Cc2nc(NCCN3CCOCC3)c(C#N)cc2CO1	8%	-0.2%	-5%	6%	6%	-4%	-2	3%	1%	-1%
O=C1OC(Nc2cc(Br)cc3cccnc23)c2ccccc21 (stereo not given)	-5%[46.1 µM]	-0.6%	-10%	-24%	13%	17%	-2	-9%	2%	3%
CCc1ccc(NC(=O)CC2C(=O)NCCN2C(=S)Nc2ccccc2)cc1 (stereo not given)	1%[46.1 µM]	-0.7%	3%	0%	5%	-7%	-1	-11%	-19%	2%
Cc1ccc(C(=O)Nc2ccc(N3CCCC3)cc2)c(C)c1	nt	-0.9%	2%	14%	0%	0%	-4	0%	3%	38%[activator]
CC(C)CNC(=O)CN1c2cccc3cccc(c23)S1(=O)=O	-16%	-0.4%	-12%	-19%	7%	11%	-1	-9%	-12%	6%
CC(=O)N1CCN(C(=S)Nc2cc(S(=O)(=O)N3CCOCC3)ccc2Cl)CC1	4%	-0.2%	-1%	-6%	2%	0%	1	0%	-18%	3%
O=C(CCCc1ccccn1)c1cccc2ccccc12	-4%	nt	0%	?	nt	nt	nt	nt	4%	nt
COc1ccc(NC(=O)CN(C)C(=O)c2n[nH]c3ccccc23)cc1	2%	-0.5%	-7%	?	-4%	?	3	?	11%	nt
O=C(OCC(=O)N1CCN(c2ccccc2)CC1)c1cc(Cl)ccc1[N+](=O)[O-]	-6%	0.1%	0%	-8%	32%	17%	18	-1%	-2%	15%
CSc1nnc(C)c(=O)[nH]1	4%[46.1 µM]	-0.6%	-4%	6%	-2%	-15%	6	1%	-2%	18%
CCOC(=O)N1CCC(N2CCN(CCC(C)C)C(CCO)C2)CC1 (stereo not given)	3%	-1.0%	4%	9%	-1%	-4%	2	0%	-30%	2%
Cc1cc([N+](=O)[O-])nn1CC(=O)Nc1c(C)n(C)n(-c2ccccc2)c1=O	-1%	0.0%	0%	4%	-5%	0%	-2	-1%	12%	-11%
COc1cc2c(cc1OC)CN(C(=O)/C=C/c1ccc(F)cc1)CC2	-11%	-0.5%	1%	-12%	-5%	-16%	?	-9%	-35%	14%
COc1cccc(C2CC(c3cccc(C)c3)n3ncnc3N2)c1 (stereo not given)	1%	0.1%	0%	2%	5%	?	-2	-3%	0%	-1%
O=C(COC(=O)c1nc(Cl)ccc1Cl)Nc1ccc2[nH]c(=O)[nH]c2c1	-1%	-0.3%	1%	-14%	-1%	7%	-2	0%	7%	nt
CSCCC(NC(=O)c1ccco1)c1nc2ccccc2[nH]1 (stereo not given)	-8%	-0.1%	-5%	0%	7%	4%	4	2%	9%	-3%
COc1cc(OC)cc(C(=O)NNC(=O)CCC(=O)c2cccs2)c1	2%	0.7%	-2%	-5%	3%	5%	1	-10%	8%	-9%
CC(C)(Oc1ccc(Cl)cc1)C(=O)NCc1ccco1	-1%	-0.1%	2%	-10%	-3%	-1%	20	-1%	-2%	-9%

# The list goes on; it opens with the 3 that closed the last part.
canonical_smiles	TCR act	B2AR arrestin	TSG101-PTAP inh	BRCA1 expr up	A-T KAP1 phos	ELG1 repair inh	TRPV1 agonist	p53 reactivator	a7 integrin act	MLL CXXC-DNA inh
CSCCC(NC(=O)c1ccco1)c1nc2ccccc2[nH]1 (stereo not given)	-8%	-0.1%	-5%	0%	7%	4%	4	2%	9%	-3%
COc1cc(OC)cc(C(=O)NNC(=O)CCC(=O)c2cccs2)c1	2%	0.7%	-2%	-5%	3%	5%	1	-10%	8%	-9%
CC(C)(Oc1ccc(Cl)cc1)C(=O)NCc1ccco1	-1%	-0.1%	2%	-10%	-3%	-1%	20	-1%	-2%	-9%
Cc1cc(C(=O)CSc2nc3ccccc3c(=O)[nH]2)c(C)n1C	8%	0.3%	-2%	93%	-2%	?	-3	?	9%	6%
O=C(c1cc(Cl)c(=O)n(Cc2ccccc2)c1)N1CCOCC1	0%	-0.4%	-2%	5%	-4%	-3%	-1	-5%	1%	0%
CC(=O)Nc1ccc(Oc2sc(C(=O)c3ccccc3)c(N)c2C#N)cc1	-2%	-1.1%	-1%	-89%	1%	?	?	-9%	-34%	0%
Cc1cccc(-c2noc(-c3cc4ccccc4oc3=O)n2)c1	-4%	-0.3%	-4%	78%	-2%	?	nt	?	31%	-3%
CC(C)c1ccc(/C=C/C(=O)NCc2ccc(S(N)(=O)=O)cc2)cc1	-6%	-0.2%	-3%	-10%	-5%	?	18	-1%	-9%	1%
Cn1nnnc1SCC(=O)N1CCCc2ccccc21	1%[46.1 µM]	-0.1%	0%	13%	nt	1%	-2	6%	8%	-5%
c1cc(-c2nnc3n2CCC3)[nH]n1	22%	-0.9%	0%	-7%	10%	-4%	-1	6%	12%	6%
CC1CCN(C(=O)c2cc(Cl)nc3ccccc23)CC1	1%[46.1 µM]	0.2%	2%	-2%	2%	14%	3	-5%	-9%	5%
COCC(=O)Nc1nc(-c2ccc(C)cc2)c(C)s1	4%[46.1 µM]	-0.5%	0%	58%	0%	?	24	19%	-7%	5%
O=C(NC1CCCC1)C(c1ccsc1)N(C(=O)Cc1cccs1)c1ccc(F)cc1 (stereo not given)	4%	0.1%	-11%	-2%	3%	7%	-3	1%	-1%	-14%
C=CCn1c(SCC(=O)NCCCO)nc2sc3c(c2c1=O)CCC3	2%	-0.2%	-7%	-12%	1%	4%	28	nt	-27%	-8%
CC(=O)c1ccc(N2CCN(S(=O)(=O)c3cccc4nsnc34)CC2)cc1	1%	0.0%	-3%	-18%	1%	-12%	-1	18%	2%	18%
O=C(NCc1cccnc1)C1CC(c2ccccc2O)=NO1 (stereo not given)	-2%	0.3%	1%	-58%	3%	-5%	-4	nt	-6%	-2%
Cc1cccc(NC(=O)Cn2nc([N+](=O)[O-])c(Br)c2C)n1	0%	0.1%	-3%	-19%	0%	6%	-6	28%	-5%	-2%
CCCC(=O)OCC(=O)Nc1ccccc1Sc1ccccc1	5%[46.1 µM]	-2.6%	-5%	1%	7%	9%	9	-5%	14%	-7%
COc1cccc(C(=O)Nc2nc(-c3ccc(S(=O)(=O)N4CCOCC4)cc3)cs2)c1	1%	-0.4%	-2%	-61%	-3%	?	1	-28%	5%	26%
Cc1cc(NC(=O)c2cc3cccc([N+](=O)[O-])c3[nH]2)ccc1F	-80%	-0.3%	-4%	42%	-4%	?	?	25%	-22%	-20%
O=C(NCc1ccon1)C1CCC(=O)N(CCc2ccc(Cl)cc2)C1 (stereo not given)	-1%	-0.3%	3%	-24%	3%	4%	-6	4%	2%	-3%
CC1CCN(S(=O)(=O)c2ccc(S(=O)(=O)NCc3ccccc3)cc2)CC1	-1%	0.1%	-8%	0%	-6%	7%	6	-1%	-23%	-4%
Cc1ccc(-n2ncc3c(NCc4cccnc4)ncnc32)c(C)c1	1%	-0.8%	0%	-33%	-1%	9%	7	-1%	-37%	-1%
CC1Cc2ccccc2N1C(=O)c1cnc2sccn2c1=O (stereo not given)	4%	-0.4%	-3%	-8%	1%	16%	-1	3%	7%	-6%
CCc1ccc(-c2nc(CN3CCC(C(=O)NCCN(CC)c4ccccc4)CC3)c(C)o2)cc1	-5%	-0.7%	-6%	-86%[inhibitor]	-12%	21µM*	0	-56%[inhibitor]	-24%	4%
COCCn1c(SCCCc2ccccc2)nc2c1c(=O)[nH]c(=O)n2C	1%	-0.6%	-3%	-5%	18%	-16%	15	-4%	-4%	1%
